# MC4R antag cAMP – MC4R antagonists of cAMP signaling, primary screen, cell-based, TR-FRET, antagonist arm of biased-ligand search; 0.48% of 360,000 active; inhibition, % at 6.5 µM; MC4R-expressing cells, MTII-stimulated cAMP, LANCE TR-FRET; Melanocortin receptor 4 (Homo sapiens), P32245;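 active means inhibition above its plate's cutoff, the mean of tested wells on that plate plus 3 SD, cut at about 29% in these data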;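 further: 0% = Melanotan II alone and 100% = Melanotan II plus saturating MCL0020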
# Target sequence (P32245 whole entry, looked up): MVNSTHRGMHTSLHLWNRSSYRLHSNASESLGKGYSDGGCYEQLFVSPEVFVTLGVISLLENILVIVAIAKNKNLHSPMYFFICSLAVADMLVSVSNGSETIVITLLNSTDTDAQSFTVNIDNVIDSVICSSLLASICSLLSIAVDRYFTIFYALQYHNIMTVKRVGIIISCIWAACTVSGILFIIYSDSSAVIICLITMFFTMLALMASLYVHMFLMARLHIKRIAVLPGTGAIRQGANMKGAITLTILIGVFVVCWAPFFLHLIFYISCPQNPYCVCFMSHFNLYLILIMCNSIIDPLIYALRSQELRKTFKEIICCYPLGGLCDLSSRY
#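 Assay system: U2OS cells stably expressing human melanocortin 4 receptor (MC4R) / Dosing: 6.5 µM / Timing: compound 30 min, challenge 1 h, detection 1 h / Measured by: Eu-cAMP/anti-cAMP TR-FRET, emission 671 nm / Replicates: singlicate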
# HTR2A ag – mouse Htr2a agonists via beta-arrestin recruitment, primary screen, cell-based, luminescence; CHO-K1 mHTR2A beta-arrestin complementation; percent of 30 µM serotonin response; activation, % at 7.6 µM; 0.66% of 360,000 active; AID 624169, 2012;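 active means activation above a run cutoff, the mean activation of all tested compounds plus 3 SD, cut at about 14% in these data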;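 further: 0% = plate median of compound wells and 100% = 30 µM serotonin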
# Target sequence (P35363 whole entry, looked up): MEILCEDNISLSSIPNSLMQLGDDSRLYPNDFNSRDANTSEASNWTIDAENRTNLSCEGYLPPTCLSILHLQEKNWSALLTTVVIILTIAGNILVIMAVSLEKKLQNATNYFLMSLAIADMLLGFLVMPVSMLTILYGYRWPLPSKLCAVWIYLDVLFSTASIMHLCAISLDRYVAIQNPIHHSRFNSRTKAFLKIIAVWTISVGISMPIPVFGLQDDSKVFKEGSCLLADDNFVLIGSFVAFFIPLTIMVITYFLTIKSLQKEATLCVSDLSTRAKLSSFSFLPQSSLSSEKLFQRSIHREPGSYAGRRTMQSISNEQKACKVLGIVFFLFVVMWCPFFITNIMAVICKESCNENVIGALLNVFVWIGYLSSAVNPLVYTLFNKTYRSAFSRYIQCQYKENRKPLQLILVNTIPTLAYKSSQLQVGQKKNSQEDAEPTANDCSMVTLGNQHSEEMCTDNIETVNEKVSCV
# aDG glyco act – activators of alpha-DG glycosylation, primary screen, uHTS, Pro5-aDG cells, AlphaScreen; alpha-DG glycosylation AlphaScreen (IIH6); 0% Pro5, 100% B10-LARGE cell signal; activation, % at 10 µM; 0.22% of 360,000 active;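 active means activation of at least 8% versus controls, or a plate z-score of at least 8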;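 further: Pro5 are CHO cells carrying HIG-tagged alpha-DG that lacks glycosylation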
# ABHD5 PLIN5 PPI – ABHD5-PLIN5 interaction inhibitors, primary screen, cell lysate, split luciferase complementation, luminescence. Split G. princeps luciferase complementation, 4 h. AID 602281, 2012. Perilipin-5 (Homo sapiens) + 1-acylglycerol-3-phosphate O-acyltransferase ABHD5 (Homo …. 0.78% of 360,000 active. inhibition, % at 4 µM;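 active means inhibition above the mean inhibition across every tested compound plus 3 SD, cut at about 22% in these data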;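 further: 0% = DMSO only wells and the 100% control is not disclosed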
# MC4R barr agon – MC4R agonists recruiting beta-arrestin, primary screen, cell-based, luminescence, agonist arm of biased-ligand search. 0.98% of 360,000 active. U2OS MC4R beta-arrestin complementation; percent of melanotan II response, DMSO zero. Melanocortin receptor 4 (Homo sapiens), P32245. activation, % at 8.9 µM;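 active means activation above a per-plate cutoff, the mean activation of sample wells on that plate plus 3 SD, cut at about 8% in these data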
# N-glyco inh – increase of ERlucT glycosylation luciferase signal, primary screen, N-linked glycosylation inhibitor project, D54 ERlucT cells, luminescence, set 2; D54 ERlucT glycosylation luciferase reporter, 24 h; percent of 100 nM tunicamycin response; reporter increase, % at 12.5 µM; 0.23% of 360,000 active; AID 588692, 2011;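 active means mean luciferase reporter signal, scaled so untreated is 0 and the glycosylation-blocking control 100, at or above a set limit in every replicate; inconclusive means mean reaches the limit but not every replicate does; inactive means mean below the limit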;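 further: luciferase carries N-glycosylation sites so blocking glycosylation raises the light; 0% = median of neutral control wells and 100% = median of 100 nM tunicamycin wells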
# hiPSC survival – enhancers of single-cell hiPSC survival, primary screen, ATPlite luminescence; survival enhancement, % at 20 µM; 100% = ROCK inhibitor wells, 0% = DMSO; 0.044% of 360,000 active; in the data active means survival enhancement above about 18%;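 further: cells exposed to compounds for 16 hours before the ATP read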
# Granule exo inh – LAMP-1 surface exposure blockers, TALL-104 cells – cell-based, flow cytometry, MLPCN library, primary screen. inhibition, % at 10 µM. TALL-104 LAMP-1 surface exposure; cells stimulated with thapsigargin and PMA. 0.66% of 360,000 active;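 active means inhibition above about 55%, limit read from the data; inconclusive means no clear call, values can overlap the other calls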
# ABCB6 inh MLPCN – ABCB6 transporter inhibitors, primary screen, K562-ABCB6 cells, flow cytometry, MLPCN library | ATP-binding cassette sub-family B member 6 (Homo sapiens), Q9NP58 | fluorescence ratio to DMSO, % at 10 µM | 0.19% of 360,000 active | K562-ABCB6 porphyrin accumulation, 1 h; hits give low values;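 active means fluorescence ratio to DMSO below 75%, the collection mean minus 3 SD; inconclusive means too few cells collected in the well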;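 further: signal is porphyrin accumulated inside mitochondria; 100% equals median channel fluorescence of DMSO control wells; lower ratio means ABCB6 inhibition with less porphyrin fluorescence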
# Cardio protect – cardioprotection against H2O2-induced cell death, primary screen, uHTS, H9c2 cells, ATPLite luminescence; 0.63% of 360,000 active; H9c2 cardiomyocytes, H2O2 injury protection, 2 h; protection from H2O2 cell death, % at 20 µM;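 active means compounds giving at least 50% protection of heart cells from peroxide-induced death in the single-dose screen, raw or plate-pattern-corrected value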;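 further: 0% = DMSO wells with peroxide and 100% = DMSO wells without peroxide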
# * = called active by the depositor; ? = inconclusive; & = joins results of further samples. Random draw from the library. Share with any hit: about 4.5%.
SMILES,MC4R antag cAMP,HTR2A ag,aDG glyco act,ABHD5 PLIN5 PPI,MC4R barr agon,N-glyco inh,hiPSC survival,Granule exo inh,ABCB6 inh MLPCN,Cardio protect
Cn1cccc1-c1nc2ccccc2n1Cc1ccccc1,10,-7,-0.1,-7,0.1,-1,-2.9,0,95,6
O=C(COC(=O)c1cccc(OC(F)F)c1)Nc1ncccn1,0,4,0.0,-6,1.1,0,5.4,13,92,13
COc1cc(/C(C)=N/NC(=O)CSc2nncn2C)ccc1OCc1ccccc1Cl,7,5,-0.1,1,0.0,0,1.6,2,97,2
COc1ccc(C(=O)NNC2CC(=O)N(Cc3ccc(Cl)cc3)C2=O)cc1OC (stereo not drawn),4,0,-0.1,-3,0.5,1,-1.2,5,100,3
Cc1ccccc1N1CCN(C(=O)C2CCCCC2)CC1,12,-4,0.2,3,-1.0,0,3.2,2,99,4
Cc1cccc(N=C2N=C(N)c3ccccc32)c1,-4,-1,2.5,-3,-0.4,-2,-1.2,0,99,-3
COc1cc(CC(=O)OCC(=O)c2ccc(F)cc2)cc(OC)c1OC,12,0,-0.1,-1,1.1,0,-1.2,-5,98,3
CC(C)N1C2OC(C3OC4C(O3)N(C(C)C)S(=O)(=O)N4C(C)C)OC2N(C(C)C)S1(=O)=O (stereo not drawn),11,-5,0.1,-2,-1.1,3,0.4,0,105,-3
Fc1ccc(CNc2ccc(CNc3ncn[nH]3)cc2)cc1,0,-7,0.0,-2,-2.3,-2,-3.0,-4,111,-1
CCCCc1c(O)nc2n(c1=O)CCS2,15,0,-0.3,-6,0.5,0,3.1,-1,102,9
CCOc1ccc(Nc2nc(NCC(=O)O)nc(N)c2[N+](=O)[O-])cc1,-3,3,0.0,-8,-1.9,2,0.4,-7,102,-2
Cc1ccc(-c2nnc(COC(=O)c3cc(=O)[nH]c4ccccc34)o2)cc1,-2,-1,0.2,-4,-0.5,0,1.9,-4,90,-1
CCOC(=O)C1CN(S(=O)(=O)c2ccc(OC)cc2)c2cc(S(=O)(=O)CC)ccc2O1 (stereo not drawn),8,-1,-0.2,2,-0.5,0,-2.8,-1,98,18
O=C1CNC(=S)N1c1nc(-c2ccccc2)cs1,5,2,0.1,-4,0.0,-1,-1.6,1,94,-3
O=C(COC(=O)c1cccc(N2C(=O)C3CC=CCC3C2=O)c1)c1ccccc1 (stereo not drawn),4,-6,0.1,-2,-1.6,-3,0.0,-14,100,-13
COc1ccc(OCC(=O)N2N=C(C(F)F)CC2(O)C(F)F)cc1 (stereo not drawn),11,4,-0.1,5,3.0,2,0.4,0,97,-2
COc1ccc(-c2[nH]ncc2CN(C)Cc2cnccn2)c(OC)c1,2,-1,-0.3,5,-1.2,2,-0.2,-4,99,-2
Cc1noc(C)c1CCC(=O)NC1CCCN(Cc2ccc(Cl)cc2)C1 (stereo not drawn),-4,1,1.2,10,2.3,1,-0.4,-3,110,-3
Cc1cccc2cc3c(N)c(C(=O)N4CCOCC4)sc3nc12,4,-6,-0.1,-10,-1.1,13,-1.0,-1,99,9
COc1ccc(C2=NS(=O)(=O)N(C)C(C(=O)NCc3ccc4c(c3)OCO4)=C2)cc1,2,14,-0.2,5,-1.7,2,0.7,1,102,-5
CCC1(C)NC(=O)N(/N=C/c2cc(OC)c(O)c(OC)c2)C1=O (stereo not drawn),13,4,0.1,-3,1.4,4,0.4,1,100,-2
COc1cccc(C(=O)OCC(=O)c2ccc(Br)s2)c1OC,4,-3,0.0,-1,-1.0,3,-0.6,0,89,-4
Cc1cc(=O)oc2cc(NC(=O)Cc3ccccc3[N+](=O)[O-])ccc12,7,-5,0.0,7,-2.3,20,-0.3,-11,95,6
Cc1cc(C)nc(N2CCC(C(=O)NCc3ccco3)CC2)n1,2,6,-0.2,2,-2.5,2,1.5,-1,96,-2
Cc1cc(C(=O)CSc2ccc(Cl)cc2)cc(C)c1OC(=S)N(C)C,5,-1,0.5,-2,-1.7,-2,-0.8,-3,102,-23

# The listing continues.
SMILES,MC4R antag cAMP,HTR2A ag,aDG glyco act,ABHD5 PLIN5 PPI,MC4R barr agon,N-glyco inh,hiPSC survival,Granule exo inh,ABCB6 inh MLPCN,Cardio protect
OCc1nc2c(ccc3ccccc32)[nH]1,21,-8,0.1,3,1.5,1,1.2,3,101,0
COc1ccc(-c2coc3cc(OC)cc(OC)c3c2=O)cc1,4,11,0.0,0,-0.4,-1,-3.9,-4,103,-2
Cn1nc(C(C)(C)C)cc1NC(=O)C1(C)CCN1C(=O)c1ccccc1CCc1ccccc1 (stereo not drawn),5,-7,-0.1,-2,1.8,-3,0.0,98*,96,0
Cc1ccc(CSc2nnc(CNc3ccc(F)cc3)o2)cc1,0,-5,-0.2,2,-2.1,0,-0.9,2,98,-10
CC(C)(C)c1cc(NC(=O)NN2CCOCC2)nn1-c1c(Cl)cc(Cl)cc1Cl,-2,-3,0.6,-10,-0.1,0,-0.3,-11,99,14
CCCCn1c(-c2ccc([N+](=O)[O-])cc2)n[nH]c1=S,4,3,-0.2,2,-1.7,-1,-3.9,-2,99,7
COc1cccc(C(=O)NNC(=O)c2ccccc2Br)c1,-2,2,-0.2,-4,-1.1,1,0.5,-1,99,2
CN(C)S(=O)(=O)N(CC(=O)N1CCN(c2ccccc2F)CC1)c1ccccc1,23,-4,0.0,-5,0.3,-4,0.1,?,100,-2
COc1ccc(NC(=O)N2c3ccccc3CC2C)cc1OC (stereo not drawn),22,5,0.4,3,-0.8,2,1.3,-2,96,-3
CCn1cc(C(=O)O)c(=O)c2cc(F)c(N3CCN(C(=S)Nc4ccc(OC)cc4)CC3)cc21,9,0,0.1,-4,-0.7,3,0.4,0,94,9
CCOc1ccc(NC(=O)Nc2cccnc2)cc1,26,-1,-0.2,-2,2.1,0,-2.1,-4,85,-21
CN(C)C(=O)CCC(=O)N(C)CC1CCCN(CCc2ccc(F)cc2)C1 (stereo not drawn),7,-3,0.0,3,-2.3,1,-0.2,3,99,8
O=C(/C=C/c1ccc(Cl)cc1Cl)NCCN1CCOCC1,-6,1,-0.4,1,-1.8,1,0.4,0,106,0
O=C(COC(=O)/C=C/c1ccccc1Cl)NC(=O)NC1CCCC1,2,8,0.3,0,-0.5,0,0.6,2,95,-4
CN1C(C(=O)NCc2ccco2)CC2Cn3c(nc4cc5ccccc5cc43)C21 (stereo not drawn),2,1,0.1,-6,-0.4,4,-1.5,-7,94,2
O=C(c1ccc(S(=O)(=O)N2CCCCCC2)cc1)N1CCC(CN2C(=O)c3cccc4cccc(c34)C2=O)CC1,7,-4,1.0,0,-0.7,-2,-1.2,-2,100,-6
O=C(N/N=C/c1ccccc1OC(=O)N1CCOCC1)c1cccs1,0,3,-0.2,-1,-0.1,1,3.0,1,101,23
CCOc1cc(C)c(S(=O)(=O)NC2CCCCC2)cc1C,3,2,0.6,-17,6.5,-1,5.8,2,98,-18
O=S(=O)(c1ccc(-c2cn3ccccc3n2)cc1)N1CCOCC1,0,-3,0.1,-4,-1.0,-1,-1.1,0,98,-4
COc1cc(/C=N/NC(=O)c2ccc(NC(=O)C3CC3)cc2)ccc1OC(C)=O,2,2,0.0,-4,-1.6,3,0.1,-1,95,11
Cc1ccc(S(=O)(=O)NCCC(=O)N2CCC(C(N)=O)CC2)cc1C,0,13,1.4,9,-3.3,0,-0.4,-4,100,1
COC(=O)CC1SC(=O)NC1=Nc1ccc(OC)cc1 (stereo not drawn),1,1,0.0,-1,0.5,1,-2.1,25,192,-10
CCCCOc1cccc(C2(C(=O)O)CCCC2)c1,3,-1,-0.1,-3,-0.1,0,3.1,2,99,2
Cc1ccc(C(=O)Nc2cccc(C(F)(F)F)c2)cc1NC(=O)c1nccn1C,19&-5,4&5,-0.2&0.4,5&5,5.1&4.0,-4&-4,-2.3&-0.7,-2&-3,98&95,-5&-2
O=S(=O)(c1ccc(N2CCOCC2)c(Cl)c1)N1CCOCC1,8,6,0.0,-2,-0.2,3,-0.5,13,98,-7

# Next part
SMILES,MC4R antag cAMP,HTR2A ag,aDG glyco act,ABHD5 PLIN5 PPI,MC4R barr agon,N-glyco inh,hiPSC survival,Granule exo inh,ABCB6 inh MLPCN,Cardio protect
Cc1cc(C)n(-c2ccc(C(=O)OCC(=O)Nc3cc(Cl)ccc3[N+](=O)[O-])cc2)n1,3,5,0.0,3,0.2,0,2.4,-4,104,-2
CC(C(=O)NCc1ccccn1)c1ccc([N+](=O)[O-])cc1 (stereo not drawn),-5,7,-0.2,9,2.7,2,-0.3,3,104,-1
CCOc1ccc(C(C(=O)NC2CCCC2)N(C(=O)c2snc(C(N)=O)c2N)C2CCCC2)cc1 (stereo not drawn),5,-4,0.0,-2,-1.3,-1,1.7,-6,104,-7
CCOc1ccc(OCCCCNC(C)(C)C)cc1,3,0,0.9,4,-1.0,1,-0.1,-14,79,-8
COC(=O)c1cccc(NC(=O)/C=C/c2cccc([N+](=O)[O-])c2)c1,7,-2,0.1,1,-0.6,3,-2.0,4,96,1
O=C(Nc1cc(N2CCOCC2)ncn1)Nc1cccc2ccccc12,12,2,-0.1,3,22*,1,-2.1,0,93,0
C/C(=N/NC(=O)C1CC1(c1ccccc1)c1ccccc1)c1cccs1 (stereo not drawn),14,1,0.1,-4,-1.3,0,-0.9,-3,91,-4
CN(C)c1ccc(/C=N/n2c(C3CCCCC3)n[nH]c2=S)cc1,1,3,0.2,2,-0.9,-5,-0.7,17,98,-8
O=C(COC(=O)c1cnccn1)NCc1ccccc1,6,4,-0.1,3,-1.1,2,-1.6,0,93,2
O=C(Nc1ccc2ccccc2n1)Nc1cccs1,10,3,0.0,2,2.3,3,-0.6,8,100,-8
COc1cc(/C=N/NC(N)=S)ccc1OCC(=O)N1CCOCC1,-5,-3,-0.3,-4,-3.2,0,1.8,3,98,1
Cc1ncoc1C(=O)Nc1ccccc1C(N)=O,-2,3,-0.1,-3,0.0,2,-0.2,0,98,6
O=C(NCc1ccc(OC(F)(F)F)cc1)C1CC2Cn3c(nc4ccccc43)C2N1c1ccccc1 (stereo not drawn),2,5,0.2,-8,-1.9,2,-1.3,3,99,5

# Entries listed so far shown as hits in MC4R barr agon.
structure | MC4R antag cAMP | HTR2A ag | aDG glyco act | ABHD5 PLIN5 PPI | MC4R barr agon | N-glyco inh | Granule exo inh | ABCB6 inh MLPCN
O=C(Nc1cc(N2CCOCC2)ncn1)Nc1cccc2ccccc12 | 12 | 2 | -0.1 | 3 | 22* | 1 | 0 | 93
